# MITF TRPM1 inh: inhibitors of MITF-dependent TRPM1 promoter reporter, primary screen, cell-based, SK-MEL-5, single point, luciferase; SK-MEL-5 TRPM1 promoter luciferase, 24 h; inhibition, % at 12.5 µM; actives 0.83% (n = 330,000); AID 488899, 2010;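 active means mean inhibition across replicates of 60% or more, whatever share of single replicates reaches that level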; further: values of inactives mirror those of a sister screen read the other way
# PDI turbidity: inhibitors of human PDI, primary screen, biochemical, turbidity, single point, plate reader; PDI insulin aggregation turbidity, A650, 90 min; inhibition, % at 10 µM; actives 0.052% (n = 350,000); AID 588391, 2011;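 active means mean inhibition across replicates of 30% or more, whatever share of single replicates reach that level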;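 further: absorbance from insulin aggregation driven by PDI reduction with DTT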
# Target sequence (P07237 whole entry, looked up): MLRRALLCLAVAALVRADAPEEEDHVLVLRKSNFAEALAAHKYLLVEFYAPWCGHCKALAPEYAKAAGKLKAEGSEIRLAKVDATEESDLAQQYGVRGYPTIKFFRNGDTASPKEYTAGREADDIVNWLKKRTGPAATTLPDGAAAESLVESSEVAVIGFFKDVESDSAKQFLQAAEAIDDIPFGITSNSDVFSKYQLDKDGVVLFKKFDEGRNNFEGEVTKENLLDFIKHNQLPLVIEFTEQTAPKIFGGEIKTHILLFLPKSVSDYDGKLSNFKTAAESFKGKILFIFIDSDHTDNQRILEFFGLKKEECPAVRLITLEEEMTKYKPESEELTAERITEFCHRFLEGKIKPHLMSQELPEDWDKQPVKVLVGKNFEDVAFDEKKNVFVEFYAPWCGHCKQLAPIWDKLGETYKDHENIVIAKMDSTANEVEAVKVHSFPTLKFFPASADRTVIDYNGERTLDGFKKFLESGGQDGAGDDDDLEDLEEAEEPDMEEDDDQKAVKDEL
# HIF-2a inh: HIF-2a reporter inhibitors, primary screen, luminescence, 786-0 RCC cells; 786-0 RCC cells HIF-2a reporter, luciferase luminescence, overnight; inhibition, % at 18.8 µM; actives 0.72% (n = 360,000);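 active means inhibition of the luminescence signal of 40% or more relative to plate controls, in a single-dose primary screen at 18.75 µM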
# Peg3 promoter: Peg3 promoter-driven luciferase inhibitors, primary screen, cell-based, HeLa, luciferase luminescence | HeLa PEG-Prom luciferase reporter, overnight | inhibition, % at 20 µM | actives 1.7% (n = 360,000) | AID 588405, 2011;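 active means inhibition of at least 50% at 20 µM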
# NR2E3 ag-1: inhibitors of NR2E3-RetCOR corepressor binding, primary screen, NR2E3 agonist project, biochemical, TR-FRET, GST-NR2E3, biotin-RetCOR; inhibition of corepressor binding, % at 4.78 µM; AID 2300, 2010; 1536-well; actives 0.12% (n = 320,000); Photoreceptor-specific nuclear receptor (Homo sapiens), Q9Y5X4;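 active means percent inhibition above the cutoff of mean plus 3 SD of all tested compounds, set per screening campaign, cut at about 20% in these data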;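 further: 0% = DMSO wells and 100% = biotin wells as full block of FRET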
# Target sequence (Q9Y5X4 whole entry, looked up): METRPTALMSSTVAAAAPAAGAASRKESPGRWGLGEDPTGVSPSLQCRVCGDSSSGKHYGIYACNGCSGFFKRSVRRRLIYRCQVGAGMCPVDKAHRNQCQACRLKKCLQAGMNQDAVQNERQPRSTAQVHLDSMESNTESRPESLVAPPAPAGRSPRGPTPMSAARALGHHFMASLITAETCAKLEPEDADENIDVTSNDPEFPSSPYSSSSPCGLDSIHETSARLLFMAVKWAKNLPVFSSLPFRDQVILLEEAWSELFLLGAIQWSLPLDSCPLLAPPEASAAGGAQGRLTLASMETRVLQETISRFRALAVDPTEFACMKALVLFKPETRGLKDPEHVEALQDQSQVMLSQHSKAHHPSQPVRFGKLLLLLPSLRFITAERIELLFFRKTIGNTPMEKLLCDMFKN
#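 system = GST-tagged NR2E3 plus biotinylated RetCOR corepressor | input = 1.35 nM GST-NR2E3 | also added = 7 nM biotin-RetCOR | schedule = 5 h incubation at 4 °C | measured by = TR-FRET with europium anti-GST and streptavidin-D2, 340 nm excitation | read-out = percent loss of FRET ratio relative to control wells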
# Vif imaging: HIV Vif self-association inhibitors, primary screen, imaging, HEK293T, single point. inhibition, % at 7.49 µM. actives 0.35% (n = 340,000). HEK293T cells, Vif self-association by quenched fluorescence, 24 h; in the data active means inhibition above about 50%, passing the limit was not always enough; further: some results filed as inactive read as strong as hits
# CaV13 FRET inh: Disruptors of the CACNA1D IQ motif to Ca2+-dependent inactivation inhibitor domain association, primary screening, Förster resonance energy transfer in intact living …. HEK cells, CFP/YFP FRET ICDI-IQ, plate reader, 10 min; percent FRET-ratio fall versus neutral wells. inhibition, % at 12.3 µM. actives 0.098% (n = 340,000);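 active means mean replicate inhibition of at least 30% and at least 1% of replicates passing that level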;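 further: 0% = median of the neutral control wells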
# NR2E3 ag-2: NR2E3 agonists in two-hybrid cells, primary screen, cell-based, luminescence, CHO-S, Gal4-NCOR/VP16-NR2E3. Photoreceptor-specific nuclear receptor (Homo sapiens), Q9Y5X4. luciferase. inhibition of corepressor binding, % at 3.98 µM. actives 0.35% (n = 360,000). AID 602229, 2012;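 active means inhibition above the mean of all tested compounds plus 3 SD, cut at about 70% in these data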;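 further: 0% = DMSO with NR2E3 transfected cells and 100% = cells lacking NR2E3 construct; higher means lower luciferase signal from less NR2E3 corepressor binding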
# KKLEB tox: cytotoxicity in KKLEB CF airway cells, primary screen, cytotoxicity control for CF NF-kB inhibitor project, cell-based, uHTS, fluorescence assay plates; activity change (cytotoxicity), % at 5 µM; actives 0.36% (n = 360,000); KKLEB CF airway cells viability, ATPlite luminescence, overnight; stronger effect = lower value; cells stimulated with P. aeruginosa culture filtrate;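 active means corrected activity change at or below -50% at 5 µM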
# CF NFkB block: inhibitors of PAF-induced NF-kB signaling, primary screen, cell-based, GFP fluorescence, uHTS; KKLEB NF-kB-GFP reporter, GFP fluorescence overnight; actives 0.86% (n = 360,000); inhibition, % at 5 µM;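 active means at least 50% inhibition at 5 µM, scaled per plate between neutral and stimulator controls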;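 further: PAF is a Pseudomonas aeruginosa culture filtrate used as stimulus; plate controls were PAF-stimulated DMSO wells for no effect and unstimulated DMSO wells for full effect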
# Shn3 3UTR inh: reduction of Shn3 3'UTR firefly luciferase signal, primary screen, Schnurri-3 inhibitor project, cell-based, Clone20 osteoblasts, set 2; AID 588674, 2011; actives 0.52% (n = 360,000); inhibition, % at 12.5 µM; Clone20 osteoblast Shn3 3'UTR firefly luciferase, 24 h;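 active means mean inhibition of at least 75% with every replicate also reaching 75%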;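 further: 0% = median of neutral control wells and 100% = pilot-screen positive control compound; some compounds past the cut are filed as inactive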
# Starred values were filed as active, the others as inactive; x = no result given.
SMILES,MITF TRPM1 inh,PDI turbidity,HIF-2a inh,Peg3 promoter,NR2E3 ag-1,Vif imaging,CaV13 FRET inh,NR2E3 ag-2,KKLEB tox,CF NFkB block,Shn3 3UTR inh
Clc1ccccc1OCc1nn2c(-c3ccncc3)nnc2s1,5.4,0.0,2.1,-8.8,5.6,14.0,-2.9,9.2,-12.4,14.5,9.4
Cc1cccc2c1cnn2C(=O)CCC(=O)NC1CCCCC1,x,x,-42.0,-22.8,2.3,x,-6.0,-11.4,10.9,6.1,-9.0
C[C@@H]1CN([C@H](C)CO)C(=O)CCCn2nncc2CO[C@H]1CN(C)C(=O)c1ccc(N2CCN(C)CC2)cc1,x,-5.4,4.4,-3.8,x,0.4,-5.5,0.7,32.4,-44.5,-21.5
CC(C)(C)c1ccc(C(=O)Oc2ccc3c(c2)OCC3=O)cc1,12.7,-5.2,-80.8,-64.3,1.8,x,-1.1,-28.6,-0.9,11.2,15.0
CCCS(=O)(=O)N1CCC(C(=O)N2CCN(Cc3ccccc3)CC2)CC1,1.4,10.5,-42.7,-57.1,0.9,-0.4,x,-0.8,-0.7,-4.7,-7.2
COc1ccc(OC)c(-n2c(-c3ccn[nH]3)n[nH]c2=S)c1,1.5,-6.4,18.7,2.6,-1.9,-0.1,2.3,-0.1,1.6,-18.8,-1.0
COc1ccccc1Cc1c(-c2ccc(OC)c(OC)c2)nc2ccc(Cl)cn12,x,x,-29.2,15.1,x,x,-10.9,8.7,-9.3,28.1,-25.2
COc1ccc(-n2cnnc2SCC(=O)Nc2cccc(S(=O)(=O)N3CCCCC3)c2)cc1,-1.9,0.7,26.7,19.1,2.9,5.7,-5.0,-9.0,-10.1,-0.8,17.3
CCOC(=O)/C(=C\Nc1ccccc1C(F)(F)F)Sc1ncc(C(F)(F)F)cc1Cl,-13.9,-5.3,10.9,24.7,2.8,-2.8,x,-8.1,-0.4,-8.8,5.7
COc1ccc2c(C)cc(SC3CCOC3=O)nc2c1 (stereo not drawn),-7.9,10.6,17.3,8.1,-2.4,0.2,-7.9,-17.3,-0.4,-6.9,22.7
CCCC/C=C1/CCC(CN(C)C)C1=O (stereo not drawn),74.5*,0.6,-4.7,98.5*,x,-9.4,x,31.2,11.9,-24.4,0.6
CS(=O)(=O)c1ccc2nc(NC(=O)C3=NN(c4ccccc4)C(=O)CC3)sc2c1,-1.9,-2.5,13.8,20.8,-1.0,7.8,-6.2,-4.2,-3.3,7.2,-6.9
COCCn1c(SCc2cc(C(C)=O)ccc2OC)nc2cc(Cl)ccc2c1=O,-15.1,-1.6,31.6,19.6,-2.5,4.1,-9.0,-15.5,-7.1,5.2,-1.3
COc1ccc(NC(=O)Nc2cccc3c2O[C@H](CN(C)C(=O)NC(C)C)[C@@H](C)CN([C@H](C)CO)C3=O)cc1,-4.7,15.7,-8.5,-7.8,x,2.8,-11.1,4.7,-9.2,14.4,-9.7
Cc1oc(-c2ccc(Cl)cc2)nc1CS(=O)CC(=O)NCCN1CCCCCC1 (stereo not drawn),4.2,-6.7,-1.2,7.5,-2.4,-4.6,-2.5,19.9,18.9,2.2,4.8
CC(=O)N1CCc2cc(S(=O)(=O)N3CCc4ccccc4C3)ccc21,18.4,-9.5,21.1,15.4,2.1,-1.9,-3.9,17.0,3.8,3.3,52.3
Cc1cc(O)c(C(=O)/C=C/c2ccccc2)c(=O)o1,9.3,-4.7,-31.8,-47.5,x,0.9,-20.2,-55.5,2.2,-2.9,-17.9
Cc1cccc(-n2ncc3c(N(C)C4CCCCC4)ncnc32)c1,79.5*,0.5,65.5*,75.2*,-1.0,0.8,-5.6,72.8*,-54.3*,9.1,75.6
CCOC(=O)/C(N)=C/c1ncc(C(F)(F)F)cc1Cl,-11.4,-4.3,11.7,-12.5,1.2,4.0,-2.2,-1.0,-1.3,-14.2,-3.4
CCCCC(=O)Nc1ccc(C(=O)NNC(=O)CCCOc2ccc(Cl)cc2Cl)cc1,6.9,-6.6,21.2,4.5,-2.5,4.7,-5.0,-30.7,5.7,-8.3,-12.1
COc1cccc(C(=O)NC2CCN(CC(=O)Nc3ccccc3Cl)CC2)c1,3.5,-6.2,17.9,6.7,0.5,-9.7,-2.3,-2.6,-1.6,-4.8,25.9
NC(=O)c1c(NC(=O)c2ccccc2)sc2c1CCCC2,-76.5,5.4,-230.6,-279.5,5.0,5.6,-4.5,-132.1,-11.7,7.5,-106.7
Cc1cc(C(F)(F)F)c2c(N)c(C(=O)NC3CC3)sc2n1,-2.7,-2.7,-8.8,-0.6,-0.8,-5.4,-7.1,-35.0,3.8,-71.2,-7.8
CSCCC(NC(=O)c1ccc([N+](=O)[O-])cc1Cl)C(=O)OC1CCCCC1=O (stereo not drawn),-2.8,-1.6,11.8,26.5,-0.4,-6.9,-2.2,-3.9,6.1,-13.6,-1.1
O=C(CCc1ccc(S(=O)(=O)N2CCOCC2)cc1)OCC(=O)c1ccc(Br)cc1,-12.3,-3.6,11.3,4.2,x,-0.7,-5.5,-12.5,6.4,-10.5,-3.0

# Additional structures.
SMILES,MITF TRPM1 inh,PDI turbidity,HIF-2a inh,Peg3 promoter,NR2E3 ag-1,Vif imaging,CaV13 FRET inh,NR2E3 ag-2,KKLEB tox,CF NFkB block,Shn3 3UTR inh
CCN(CC(=O)Nc1c(F)cccc1F)C(=O)c1csc2c1CCCC2,4.4,-4.9,9.0,16.0,6.2,-4.7,-6.8,13.7,19.4,-6.3,-11.5
COc1ccc(NC(=O)C(=O)NCCCn2ccnc2)cc1,-2.6,-0.6,16.7,-3.6,0.1,-2.4,-2.0,-26.1,-7.7,17.2,-3.6
Nn1c(SCC(=O)Nc2nccs2)nnc1-c1ccco1,-9.0,-1.7,-0.7,-9.3,x,9.3,-4.8,-23.0,-13.8,34.9,15.4
Cc1ccc(NC(=O)CN2CCCC2c2cccs2)cc1S(=O)(=O)N1CCCCC1 (stereo not drawn),x,9.8,15.5,13.8,4.2,-7.8,-4.9,-13.7,-2.4,3.8,49.5
Cc1cccc(NC(=O)c2ccc(C)c(S(=O)(=O)N3CCCCC3)c2)n1,-45.6,-2.9,-87.9,-86.0,1.1,-2.9,-4.7,-3.7,-14.7,0.6,-20.7
CCN(c1cccc(C)c1)S(=O)(=O)c1ccc2c(c1)N(C(C)=O)CCS2,-3.9,-2.7,11.0,12.4,3.1,3.5,-4.1,-6.3,5.3,1.3,14.3
COc1ccc(-c2ccc3oc(-c4ccc(OC)cc4)c(C#CCO)c3c2)cc1,1.0,-2.5,5.3,20.5,-3.9,-0.9,-6.5,-6.8,-25.1,26.6,85.0
Cc1c(Cl)cccc1NS(=O)(=O)c1cccc2nsnc12,4.8,-2.3,22.5,7.3,-0.3,-6.0,-14.4,13.0,-1.4,-5.5,5.0
CSc1nc(-c2ccccc2)nn1S(=O)(=O)c1ccc(Cl)cc1,-1.4,9.4,-24.8,-16.8,1.4,1.6,-9.7,-19.8,21.8,-16.6,-5.7
Oc1ccc(Cl)cc1CNCc1ccc(Cl)cc1,-7.6,13.3,-37.0,-65.4,2.1,-3.3,-9.0,10.7,-9.7,22.2,-36.0
CCCN(C(=O)CSCc1c(C)noc1C)c1c(N)n(Cc2ccccc2)c(=O)[nH]c1=O,-10.2,8.0,17.6,-4.8,0.7,1.8,-15.8,1.3,4.5,6.9,-8.1
CCN1C(=NCC2CC2)N[C@@H](c2cccc(C(F)(F)F)c2)C(C(=O)OC)=C1C,-2.9,-2.9,-6.8,-8.0,3.4,-0.4,x,16.7,1.0,-13.4,5.9
O=C(CN1C(=O)NC2(CCCCCCC2)C1=O)Nc1cccc(Br)c1,x,4.2,5.2,-8.9,x,9.5,-1.6,-35.3,-11.8,10.6,7.0
COc1ccc(C2NC(=O)N(C)C3=C2C(=O)CC(C)(C)C3)cc1OC (stereo not drawn),20.0,-3.3,16.7,-6.7,0.8,1.3,7.3,13.7,4.2,-4.9,2.6
CCOCCCNS(=O)(=O)c1ccc2c(c1)CCN2C(C)=O,-3.7,-2.0,9.2,6.2,-1.5,10.9,-3.7,-5.1,-5.1,10.8,16.8
O=C(NC(=S)Nc1ccccn1)c1ccccc1,-23.6,-2.0,-195.2,-239.7,3.9,-2.3,-3.3,-206.2,-16.6,-2.9,-28.3
Cn1cccc1/C=C1\SC(=S)N(NC(=O)c2cccc(Cl)c2)C1=O,-8.6,-1.2,13.3,-0.5,-1.8,7.5,-4.9,-24.2,0.3,3.2,-21.8
C=CC[C@H](CC(=O)N(CCO)Cc1ccccc1)C(=O)NCCOC(=O)[C@H](CC=C)CC(=O)OC(C)(C)C,-0.1,0.9,-14.8,-11.2,x,-5.4,-6.6,7.9,10.2,-1.0,5.1
Cc1ccc(S(C)(=O)=N/C=C2\C(=O)c3sccc3N(C)S2(=O)=O)cc1 (stereo not drawn),3.7,-1.0,6.2,14.6,-5.3,-17.4,-5.4,-6.9,-2.4,-0.7,-5.4
Nc1nonc1-c1nc2ccccc2n1CC(=O)O,16.7,-0.8,-11.1,15.8,-4.3,-2.7,-4.6,-1.1,-0.1,8.9,13.9
O=C(Cc1ccccc1F)NCC(c1ccco1)N1CCCCC1 (stereo not drawn),-4.1,11.7,20.4,2.5,1.6,1.9,-6.7,-8.5,0.9,4.9,57.0
C/C=C/C=C/C(=O)N1CC2(CC(c3cccc(NC(=O)/C=C/C)c3)=NO2)C[C@@H]1C(N)=O (stereo partly drawn),5.4,-3.7,-1.8,-7.2,1.9,-5.5,-4.3,-7.5,-15.6,9.9,9.8
O=Nc1[nH]c(=O)c(/C=C(\O)c2ccccc2)nc1NO,-17.0,13.5,-93.1,-41.2,x,105.9*,-20.1,-36.5,-12.6,17.8,-5.3
COc1ccc(NC(=O)/C=C/c2ccc(F)cc2)cn1,-37.2,-0.2,-210.4,-215.8,2.6,-4.2,-3.1,-7.3,6.8,-12.4,-47.5
CCOc1ccc(C(=O)Nc2ccc3c(c2)OCCO3)cc1,-7.7,12.7,-118.1,-113.8,-1.5,-0.3,-4.7,-122.0,-13.5,0.4,-36.4
